NR2E3 ag-1 = agonists of human NR2E3 nuclear receptor; AID 602229; CHO-S Gal4-NCOR/VP16-NR2E3 two-hybrid, luciferase; Q9Y5X4; 0.35% of 360,000 active; inhibition of corepressor binding, % at 3.98 µM;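 active = inhibition above the mean of all tested compounds plus 3 SD, cut at about 70% in these data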;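 also: 0% = DMSO with NR2E3 transfected cells and 100% = cells lacking NR2E3 construct; higher means lower luciferase signal from less NR2E3 corepressor binding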
Target sequence (Q9Y5X4 whole entry, looked up, the tested form may be a part): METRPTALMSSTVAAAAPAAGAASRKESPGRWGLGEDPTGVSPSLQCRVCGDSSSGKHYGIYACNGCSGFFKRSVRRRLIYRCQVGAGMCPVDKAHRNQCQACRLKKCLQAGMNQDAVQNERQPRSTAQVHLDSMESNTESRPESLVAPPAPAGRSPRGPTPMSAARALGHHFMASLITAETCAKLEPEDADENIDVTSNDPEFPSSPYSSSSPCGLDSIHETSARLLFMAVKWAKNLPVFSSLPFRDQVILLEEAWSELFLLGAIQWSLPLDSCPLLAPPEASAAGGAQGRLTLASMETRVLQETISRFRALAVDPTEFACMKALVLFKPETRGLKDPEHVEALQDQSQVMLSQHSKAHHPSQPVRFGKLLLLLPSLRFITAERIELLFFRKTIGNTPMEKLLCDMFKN
CaV13 ICDI inh = Primary screen for inhibitors of IQ motif and Ca2+-dependent inactivation inhibitor domain binding in CACNA1D, Förster resonance energy transfer in living cells, …. HEK cells, CFP/YFP FRET ICDI-IQ, plate reader, 10 min; percent FRET-ratio fall versus neutral wells. inhibition, % at 12.3 µM. 0.098% of 340,000 active. AID 743397;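 active = mean replicate inhibition of at least 30% and at least 1% of replicates passing that level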;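 also: 0% = median of the neutral control wells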
HIF-2a block = HIF-2a inhibition | inhibition, % at 18.8 µM | 786-0 RCC cells HIF-2a reporter, luciferase luminescence, overnight | AID 624352 | 0.72% of 360,000 active;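 active = inhibition of the luminescence signal of 40% or more relative to plate controls, in a single-dose primary screen at 18.75 µM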
Peg3 prom inh = Peg3 promoter activity inhibition; AID 588405; inhibition, % at 20 µM; HeLa PEG-Prom luciferase reporter, luminescence, overnight; 1.7% of 360,000 active;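 active = inhibition of at least 50% at 20 µM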
NR2E3 ag-2 = NR2E3 (human) agonism; Q9Y5X4; GST-NR2E3/biotin-RetCOR TR-FRET, 1536-well; inhibition of corepressor binding, % at 4.78 µM; 0.12% of 320,000 active; AID 2300;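 active = percent inhibition above the cutoff of mean plus 3 SD of all tested compounds, set per screening campaign, cut at about 20% in these data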;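 also: 0% = DMSO wells and 100% = biotin wells as full block of FRET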
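Material – GST-tagged NR2E3 plus biotinylated RetCOR corepressor · Quantity – NR2E3 fusion 1.35 nM · Times – 5 h incubation at 4 °C · Medium – pH 7.5 Tris-based buffer · Technique – TR-FRET, Eu(K)-anti-GST donor, streptavidin-D2 acceptor, ex 340, em 617/671 nm · Benchmarks – high control biotin, low control 0.6% DMSO · Format – 1536-well plates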
Shn3 3UTR inh = inhibitors of Schnurri-3 3'UTR reporter in osteoblasts | 0.52% of 360,000 active | AID 588674 | Clone20 osteoblast Shn3 3'UTR firefly luciferase, 24 h | inhibition, % at 12.5 µM;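 active = mean inhibition of at least 75% with every replicate also reaching 75%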;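 also: 0% = median of neutral control wells and 100% = pilot-screen positive control compound; some compounds past the cut are filed as inactive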
MITF TRPM1 inh = reduces MITF-dependent TRPM1 promoter luciferase signal; SK-MEL-5 TRPM1 promoter luciferase, 24 h; inhibition, % at 12.5 µM; 0.83% of 330,000 active;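 active = mean inhibition across replicates of 60% or more, whatever share of single replicates reaches that level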; also: values of inactives mirror those of a sister screen read the other way
KKLEB tox = counter-screen for CF NF-kB inhibitors: cytotoxicity | KKLEB CF airway cells viability, ATPlite luminescence, overnight; stronger effect = lower value; cells stimulated with P. aeruginosa culture filtrate | activity change (cytotoxicity), % at 5 µM | 0.36% of 360,000 active | AID 602141;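 active = corrected activity change at or below -50% at 5 µM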
PDI inh = PDI (human) enzyme inhibition. 0.052% of 350,000 active. PDI insulin aggregation turbidity, A650, 90 min. AID 588391. P07237. inhibition, % at 10 µM;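 active = mean inhibition across replicates of 30% or more, whatever share of single replicates reach that level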;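 also: absorbance from insulin aggregation driven by PDI reduction with DTT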
Target sequence (P07237 whole entry, looked up): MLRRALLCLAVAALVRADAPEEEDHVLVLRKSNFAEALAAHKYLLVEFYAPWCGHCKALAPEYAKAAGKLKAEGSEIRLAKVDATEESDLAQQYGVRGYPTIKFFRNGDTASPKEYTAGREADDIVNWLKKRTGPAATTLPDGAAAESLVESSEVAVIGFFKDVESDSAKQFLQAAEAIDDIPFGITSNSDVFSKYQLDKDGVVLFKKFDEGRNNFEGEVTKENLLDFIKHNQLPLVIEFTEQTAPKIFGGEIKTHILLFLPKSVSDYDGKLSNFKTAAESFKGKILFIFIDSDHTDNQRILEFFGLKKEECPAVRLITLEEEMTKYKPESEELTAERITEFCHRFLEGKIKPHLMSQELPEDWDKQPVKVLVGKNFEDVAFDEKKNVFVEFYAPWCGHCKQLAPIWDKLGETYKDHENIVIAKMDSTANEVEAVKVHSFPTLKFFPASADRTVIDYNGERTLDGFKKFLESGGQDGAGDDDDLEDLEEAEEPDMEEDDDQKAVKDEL
Vif inh = inhibitors of HIV Vif; HEK293T cells, Vif self-association by quenched fluorescence, imaging, 24 h; inhibition, % at 7.49 µM; 0.35% of 340,000 active; AID 602346; in the data active = inhibition above about 50%, passing the limit was not always enough; also: some results filed as inactive read as strong as hits
CF NFkB block = inhibitors of cystic fibrosis induced NF-kB; KKLEB NF-kB-GFP reporter, PAF-induced, GFP fluorescence overnight; inhibition, % at 5 µM; 0.86% of 360,000 active;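 active = at least 50% inhibition at 5 µM, scaled per plate between neutral and stimulator controls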;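 also: PAF is a Pseudomonas aeruginosa culture filtrate used as stimulus; plate controls were PAF-stimulated DMSO wells for no effect and unstimulated DMSO wells for full effect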
An asterisk follows results filed as active; . = no result given.

no. | mol | NR2E3 ag-1 | CaV13 ICDI inh | HIF-2a block | Peg3 prom inh | NR2E3 ag-2 | Shn3 3UTR inh | MITF TRPM1 inh | KKLEB tox | PDI inh | Vif inh | CF NFkB block
1 | Cc1nc(C)c(C(=O)N2CCCC(C(=O)c3ccc(Cl)cc3C)C2)s1 (configuration not stated) | -10 | -3 | 4 | -7 | -2 | -7 | 1 | -16 | 4 | 18 | 21
2 | Cc1cc(C)c(S(=O)(=O)NCC(c2ccc3c(c2)OCO3)N2CCOCC2)c(C)c1 (configuration not stated) | -1 | -2 | 7 | -4 | -4 | 3 | -16 | 11 | -1 | -13 | -17
3 | COc1cc(/C=C2/SC(=S)N(CC(=O)O)C2=O)ccc1OCC(=O)Nc1ccc(C)c(C)c1 | -3 | -7 | -2 | 4 | 6 | 11 | -5 | -2 | -20 | -8 | -5
4 | O=C(COC(=O)CCC1CCCC1)Nc1cccc(S(=O)(=O)N2CCOCC2)c1 | -14 | -6 | 8 | -4 | -2 | 11 | 0 | -4 | 4 | 0 | -10
5 | C/C(=N\N=C1\NC(=O)CS1)c1cccs1 | -1 | 8 | -7 | -19 | -1 | -6 | -3 | 5 | 4 | -4 | 8
6 | COc1ccc([C@H]2CC(=O)C=C(c3cc(C=O)ccc3OC)C2)cc1OC | -24 | -6 | 14 | 5 | -1 | 13 | 3 | -17 | -2 | -3 | -1
7 | FC(F)Oc1ccc(-c2csc(=Nc3cccnc3)n2CC2CCCO2)cc1 (configuration not stated) | -1 | -13 | -9 | 12 | -2 | 50 | 14 | 3 | 28 | -6 | -9
8 | CCOC(=O)CC1C(=O)NCCN1S(=O)(=O)c1ccc(C)cc1 (configuration not stated) | -2 | 2 | 10 | 23 | 2 | 7 | 6 | -4 | -2 | 2 | 6
9 | Nc1c(S(=O)(=O)c2cccc(Cl)c2)c2nc3ccccc3nc2n1CCN1CCOCC1 | -3 | -3 | 14 | 30 | 0 | 17 | 4 | 0 | 4 | -19 | 6
10 | CCOC(=O)c1ccc(N2C(=O)CC(C3CCCO3)C2=O)cc1 (configuration not stated) | -29 | . | -4 | -15 | -2 | -19 | 3 | 12 | 13 | -9 | -12
11 | CC(=O)N1CCCC(c2cc(C(=O)Nc3ccccc3)no2)C1 (configuration not stated) | 39 | -5 | 72* | 65* | . | 46 | . | -8 | -10 | -2 | -26
12 | Cc1ccc(N(CC(=O)NCC2CCCO2)S(C)(=O)=O)cc1Cl (configuration not stated) | 13 | -6 | -1 | 16 | 3 | -2 | 3 | 9 | 1 | 8 | -2
13 | CC1(C(=O)NS(=O)(=O)c2ccc(C#N)cc2)CCN1C(=O)C1CCCCC1 (configuration not stated) | 2 | -5 | 9 | 6 | . | 6 | . | 1 | 1 | -6 | -34
14 | Cc1nn(Cc2ccccc2)c(C)c1C(=O)N1CCN(CC(=O)Nc2ccc(F)cc2)CC1 | 6 | -5 | 11 | -2 | 0 | 1 | 7 | 0 | -1 | 3 | -1
15 | CCCCn1c(NC(=S)Nc2ccccc2)nc2ccccc21 | -4 | -9 | 42* | 33 | -1 | -7 | 5 | 5 | -4 | -3 | -1
16 | C[C@@H](CN1CCC(Cc2ccccc2)CC1)[C@@H](O)c1ccc(O)cc1 | -17 | -6 | 7 | -2 | 2 | 19 | 6 | 12 | -2 | -2 | -18
17 | O=C(NC(=S)Nc1ccc(Cc2ccncc2)cc1)c1ccccc1Cl | -44 | -3 | -13 | 9 | 0 | -4 | -6 | -1 | 4 | 3 | -7
18 | O=C(N/N=C/c1cccc([N+](=O)[O-])c1)c1cccc2cc[nH]c12 | -9 | -5 | -22 | -1 | 2 | 6 | 2 | 0 | 9 | 10 | 14
19 | CS(=O)(=O)c1ccc(C(=O)N2CCN(Cc3ccccc3)CC2)cc1 | -31 | 4 | 14 | 10 | 6 | -4 | -3 | 2 | 1 | -3 | -4
20 | Cc1cc2nc(-c3ccccc3)c(Cc3cccc(F)c3)n2c(C)c1Br | -2 | -10 | -72 | -15 | . | -15 | . | -28 | . | . | 39
21 | COC(=O)C1=C(N)Oc2cc(C)n(CC3CCCO3)c(=O)c2C1c1ccccc1 (configuration not stated) | -16 | . | 7 | 9 | 3 | -5 | -3 | 8 | 4 | -11 | -11
22 | COc1ccc(-c2cc(C(=O)NCc3ccc(C(F)(F)F)cc3)[nH]n2)c(C)c1 | -1 | -5 | 0 | -17 | . | 2 | . | -6 | 4 | -4 | 6
23 | FC(F)(F)c1cccc(NC(=S)NCC(c2cccnc2)N2CCOCC2)c1 (configuration not stated) | -1 | -14 | 18 | 10 | 0 | -9 | 14 | 3 | 1 | -6 | -3
24 | CCOC(=O)N1CCN(C(=O)c2cc(COc3cccc(C(C)=O)c3)on2)CC1 | -66 | -6 | -154 | -103 | 0 | -32 | -9 | 12 | 0 | -6 | -9
25 | O=C(CC(Cc1ccccc1)c1ccco1)NCc1ccco1 (configuration not stated) | -9 | 12 | -4 | -6 | -1 | -19 | 2 | -4 | 3 | 0 | 15
26 | O=C(CC(c1ccccc1)c1ccccc1)N1CCN(c2ccccn2)CC1 | 5 | -3 | 19 | 17 | -2 | 4 | 9 | -2 | -3 | 3 | -2
27 | O=C(Nc1ccc(Cl)c(S(=O)(=O)N2CCOCC2)c1)c1n[nH]c(=O)c2ccccc12 | -2 | -6 | 13 | 16 | 4 | -5 | 14 | -28 | -6 | 10 | 29
28 | COc1ccc(C(O)(C2CCCCC2)C(CN2CCOCC2)c2ccccc2)cc1 (configuration not stated) | -10 | -4 | 15 | 12 | 0 | 17 | 18 | 2 | 7 | -20 | 0
29 | Cn1c(=O)c2c(nc(CN3CCN(c4ccccc4F)CC3)n2CCCc2ccccc2)n(C)c1=O | 17 | -7 | 1 | 15 | -2 | 2 | 7 | 6 | -4 | 0 | -3
30 | CCC(=O)Nc1ccccc1C(=O)N1CCN(Cc2ccccc2)CC1 | -2 | -1 | 10 | 8 | -2 | -12 | 2 | 6 | 7 | 6 | -17
31 | O=C(NCCCN1CCCC1=O)c1cc2c(s1)CCCCC2 | -26 | -2 | -84 | -98 | 2 | -27 | -15 | -12 | -2 | 8 | 9
32 | COc1ccc(NC(=O)CSCC(=O)N(C)CCOc2ccc(Cl)cc2)cc1 | -3 | -6 | -19 | -5 | -4 | -4 | -4 | -12 | -3 | -10 | -14

Full records, looked up by structure. Values in the order: NR2E3 ag-1, CaV13 ICDI inh, HIF-2a block, Peg3 prom inh, NR2E3 ag-2, Shn3 3UTR inh, MITF TRPM1 inh, KKLEB tox, PDI inh, Vif inh, CF NFkB block
`O=C(CC(c1ccccc1)c1ccccc1)N1CCN(c2ccccn2)CC1` is listed with 5, -3, 19, 17, -2, 4, 9, -2, -3, 3, -2
`O=C(NCCCN1CCCC1=O)c1cc2c(s1)CCCCC2` is listed with -26, -2, -84, -98, 2, -27, -15, -12, -2, 8, 9

Going on with the list:
no. | mol | NR2E3 ag-1 | CaV13 ICDI inh | HIF-2a block | Peg3 prom inh | NR2E3 ag-2 | Shn3 3UTR inh | MITF TRPM1 inh | KKLEB tox | PDI inh | Vif inh | CF NFkB block
33 | COc1ccc2nc(C)cc(SCC(=O)N/N=C/c3ccc(O)c(O)c3)c2c1 | 25 | -6 | -40 | 11 | -4 | 28 | -1 | 6 | -3 | 40 | -1
34 | CCOC(=O)c1ccccc1NC(=O)CSc1nc2ccncc2[nH]1 | 6 | -5 | 0 | -13 | 0 | -5 | -1 | -3 | 1 | 0 | -7
35 | O=C(CSc1nnc(-c2ccc(F)cc2)c2ccccc12)Nc1ccccc1 | -20 | . | -15 | -3 | 1 | 10 | -17 | 6 | 0 | -1 | 17
36 | CC1CC(C)(C)NCCNC(C)CC(C)(C)NCCN1 (configuration not stated) | -12 | . | 18 | -4 | 0 | -24 | 4 | 7 | 9 | 16 | 3
37 | COC(=O)c1cc2sc(Cl)cc2n1CC(=O)Nc1ccc(OC)c(OC)c1OC | 12 | -13 | 12 | 8 | 3 | -9 | 0 | 10 | -6 | 0 | -24
38 | CC(=O)c1c(C)[nH]c(C(=O)OCC(=O)c2ccc(Br)cc2)c1C | 57 | -5 | -49 | -10 | . | 24 | . | 3 | 1 | -3 | -33
39 | CC(C)CC(=O)N1CCN(S(=O)(=O)c2ccccc2)CC1 | 4 | -6 | 6 | 4 | 1 | -16 | 8 | 15 | -4 | -12 | -4
40 | O=C(CC1C(=O)NCCN1CC1CCCCC1)NCc1ccc(Cl)cc1 (configuration not stated) | -19 | -4 | 16 | 2 | 5 | 0 | 3 | -4 | 19 | . | 14
41 | Cn1c(CCc2ccccc2)nnc1SCC(=O)N1CCCC1 | -3 | 0 | 5 | 0 | -1 | 6 | 4 | -3 | 4 | -5 | 8
42 | CSc1nc(N)c(C#N)c(-c2ccccc2Cl)c1C#N | -5 | . | 10 | 54* | 1 | 7 | 8 | -21 | 3 | -54 | 22
43 | N#C/C(=C/c1ccc(OCc2ccc(C(=O)O)cc2)c(Br)c1)c1cccc(F)c1 | -29 | -5 | -21 | -9 | -4 | -15 | -5 | -1 | -1 | -9 | 13
44 | Cc1nnc(NC(=O)CCC(=O)N2CCC(C)CC2)s1 | -12 | -10 | 3 | 8 | 1 | 18 | 5 | -2 | -6 | 1 | 9
45 | Cc1occc1C(=O)NNC(=S)NCc1ccc(Cl)cc1 | -24 | -1 | -38 | 9 | -6 | -2 | 7 | -7 | 0 | -5 | 8
46 | COc1cc(SC)ccc1C(=O)OCC(=O)N1CCCC1 | -24 | -4 | -80 | -76 | 2 | -38 | -21 | 9 | -3 | -4 | -4
47 | CN1CCN(C(=O)CN(C)S(=O)(=O)c2ccc(F)cc2)CC1 | -38 | -7 | 2 | -15 | 3 | -17 | -5 | -8 | -7 | -6 | 12
48 | COc1ccc(-c2ncncc2-c2ccc(Cl)cc2)c(O)c1 | -35 | -6 | 13 | -4 | -5 | 6 | -13 | 7 | -13 | -8 | 32
49 | Cc1ccc(NC(=O)Cc2nnc(SCC(=O)Nc3ccccc3)n2C)cc1 | -12 | -9 | -7 | -31 | 1 | 0 | 1 | -7 | 0 | -1 | 8
50 | CCC(=O)Nc1cccc(C(=O)/C=C/c2cccs2)c1 | -30 | -5 | -76 | -103 | -2 | -26 | -11 | -14 | -3 | -7 | -9
51 | Cc1ccc(OCCC(=O)NNC(=O)c2nn(C)c(=O)c3ccccc23)cc1 | -24 | -1 | 16 | 0 | 0 | -2 | 13 | -1 | -3 | 0 | 5
52 | C[C@H]([C@@H](O)[C@@H](O)[C@@H](C)C(C)(C)C)[C@H]1CC[C@H]2C3CC[C@H]4C[C@H](OS(=O)(=O)O)[C@@H](OS(=O)(=O)O)C[C@]4(C)[C@H]3CC[C@]12C (some centres not stated) | -1 | . | 9 | 6 | . | -10 | . | 6 | . | 10 | -14
53 | COC(=O)c1ccccc1S(=O)(=O)N1Cc2cc([N+](=O)[O-])ccc2Oc2ccccc21 | -16 | -4 | 17 | 20 | -1 | 18 | 4 | -4 | -29 | . | 1
54 | C[C@H]1CN([C@@H](C)CO)C(=O)CCCn2cc(nn2)CO[C@@H]1CN(C)C(=O)Oc1ccccc1 | 1 | -7 | -1 | -4 | . | -33 | . | -3 | . | 7 | 0
